PglD DTNB = blocks C. jejuni PglD acetyltransferase activity; purified PglD enzyme, DTNB colorimetric CoA detection; inhibition, % at 12.5 µM; 0.098% of 360,000 active; in the data active = inhibition above about 16%, passing the limit was not always enough; inconclusive = no clear call, values can overlap the other calls; also: strong numbers were not always called active
C2C12 statin = suppression of simvastatin myotoxicity | 0.78% of 330,000 active | C2C12 myotubes + simvastatin, ATP luminescence, 48 h; scaled: DMSO 0, geranylgeraniol control 100 | rescue of ATP level, % at 7.49 µM;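 active = mean ATP rescue above about 67%, or every replicate alone reaching that limit, limit read from the data, passing the limit was not always enough; inconclusive = no clear call, values can overlap the other calls; inactive = mean under the limit and some replicate under it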;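 also: myotubes were challenged with 10 µM simvastatin during compound exposure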
DENV2 CPE = DENV2-induced cell death inhibition. 1.7% of 350,000 active. AID 651640. CPE inhibition, % at 9.99 µM. DENV2-infected cells, cytopathic effect rescue, plate reader; in the data active = CPE inhibition above about 20%, passing the limit was not always enough; inconclusive = no clear call, values can overlap the other calls; tested in BHK-21 cells;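 also: 0% = median of neutral control wells and 100% = median of positive control wells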
S100A4 MyoIIA = blocks human S100A4 binding to myosin IIA peptide | P26447 | S100A4/TAMRA-MyoIIA peptide fluorescence polarization | inhibition, % at 10.7 µM | 0.14% of 360,000 active;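 active = mean inhibition of at least 70% across replicates, with every replicate also reaching that level; inconclusive = mean inhibition reaches 70% but some replicates fall short; inactive = mean inhibition below 70%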
Target sequence (P26447 whole entry, looked up): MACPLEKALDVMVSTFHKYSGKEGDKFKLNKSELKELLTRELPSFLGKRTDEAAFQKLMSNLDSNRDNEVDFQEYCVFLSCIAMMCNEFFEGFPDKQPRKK
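Material: S100A4 monomer protein / Buffer or medium: 50 mM HEPES pH 7.2, 10 mM CaCl2, 100 mM KCl / Times: 5 min incubation before reading / Benchmarks: neutral control DMSO, positive control TFP / Reagent: labelled myosin peptide probe, 5 nM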
ERp5 inh = ERp5 (human) disulfide isomerase inhibition; ERp5 insulin aggregation, absorbance 650 nm, 90 min; inhibition, % at 9.99 µM; 0.05% of 350,000 active;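 active = mean replicate inhibition above about 25%, with every replicate also reaching it, limit read from the data, passing the limit was not always enough; inconclusive = only one of those two criteria met; inactive = neither criterion met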
Target sequence (Q15084 whole entry, looked up): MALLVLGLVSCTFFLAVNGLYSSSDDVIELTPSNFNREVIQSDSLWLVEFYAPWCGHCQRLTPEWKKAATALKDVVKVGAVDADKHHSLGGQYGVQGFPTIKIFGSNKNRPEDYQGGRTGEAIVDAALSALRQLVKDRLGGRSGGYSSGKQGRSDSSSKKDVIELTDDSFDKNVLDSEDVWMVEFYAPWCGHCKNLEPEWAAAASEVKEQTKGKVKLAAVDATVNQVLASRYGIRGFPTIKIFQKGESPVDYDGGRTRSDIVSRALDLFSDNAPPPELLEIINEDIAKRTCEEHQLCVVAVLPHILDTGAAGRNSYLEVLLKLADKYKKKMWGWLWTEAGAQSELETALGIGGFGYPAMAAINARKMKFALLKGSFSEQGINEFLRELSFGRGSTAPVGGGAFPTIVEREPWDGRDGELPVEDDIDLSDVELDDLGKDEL
SIRT5 inh = inhibitors of human sirtuin-5 desuccinylase; Q9NXA8; Purified SirT5, succinyl-peptide AMC, trypsin-coupled fluorescence; 1.1% of 330,000 active; inhibition, % at 15 µM; in the data active = inhibition above about 15%; inconclusive = no clear call, values can overlap the other calls
Target sequence (Q9NXA8 whole entry, looked up): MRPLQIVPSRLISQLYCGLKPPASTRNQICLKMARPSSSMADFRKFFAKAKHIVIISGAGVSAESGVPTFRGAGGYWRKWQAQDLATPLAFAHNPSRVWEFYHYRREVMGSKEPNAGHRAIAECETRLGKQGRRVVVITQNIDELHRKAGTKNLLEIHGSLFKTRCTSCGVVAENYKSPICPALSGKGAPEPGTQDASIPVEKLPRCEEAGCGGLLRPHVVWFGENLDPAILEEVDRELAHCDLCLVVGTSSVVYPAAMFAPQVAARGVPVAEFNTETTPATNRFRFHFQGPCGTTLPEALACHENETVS
E-sel inducer = induces E-selectin expression in human endothelial cells. P16581. HUVEC E-selectin immunofluorescence imaging; normalized: neutral wells 0, TNF-alpha wells 100. activation, % at 7.58 µM. 0.37% of 260,000 active. AID 686992;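 active = mean E-selectin-positive cell signal at least 10% of the positive control, reached in at least 60% of replicates, without over 20% cell loss; inconclusive = no rule given, readout overlaps actives, possibly toxicity-flagged; inactive = the rest, including those meeting only one limit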;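 also: in these data hits start at about 27%; measured in HUVEC primary endothelial cells; signal is the percent of cells scored E-selectin positive by PE staining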
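Read-out basis: % PE-positive cells; Test system: HUVEC primary endothelial cells; Technique: immunofluorescence imaging; Dosing: single-point compound dose.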
Starred values were filed as active, the others as inactive; ? = inconclusive; / = not tested or not shown; & = joins results of further samples; ! = repeats disagree. Not all compounds are listed; count on the stated rates, not on these rows.

SMILES | PglD DTNB | C2C12 statin | DENV2 CPE | S100A4 MyoIIA | ERp5 inh | SIRT5 inh | E-sel inducer
COc1ccc(CN2C(=O)C(CC(=O)NCCc3ccccn3)CC(C(=O)N3CCCCCC3)=C2C)cc1 (stereo not drawn) | / | / | 7 | -1 | -2 | / | -0.2
Cc1cc(C2=NNC(=NCCc3ccccc3)SC2)c(C)n1-c1c(C)n(C)n(-c2ccccc2)c1=O | 2 | / | 0 | -9 | 3 | 4 | -0.2
CN(C)C(=O)c1ccc(-c2ccc([C@H]3[C@@H](CO)N4CCCCN(Cc5cccnc5)C[C@H]34)cc2)cc1 | 3 | 35 | -5 | -1 | 0 | 11 | -0.3
CC1(C(=O)NCCC#N)CCN1C(=O)Cc1ccc(-c2ccccc2)cc1 (stereo not drawn) | 4 | -17 | 1 | -5 | -19 | -11 | 0.2
Cc1noc(C)c1NC(=O)N(C)C[C@@H]1Oc2ncc(Br)cc2C(=O)N([C@@H](C)CO)C[C@H]1C | 5&5 | 7&3 | -3&-3 | -8&3 | 2&0 | 30*! | 0.0&-0.7
O=C(O)Cc1ccc(C(=O)CSc2ccccc2)s1 | / | -1 | 3 | -16 | 0 | 12 | 1.0
C[C@H](NC(=O)C[C@H]1C=C[C@H](NC(=O)C2CCOCC2)[C@H](CO)O1)c1ccccc1 | -2 | -1 | -5 | -2 | 3 | 2 | 0.1
CCC(C)NC(=O)c1cc(OC)c(OC)c(OC)c1 (stereo not drawn) | / | / | 4 | 1 | 3 | -3 | /
CC(O)(c1ccccc1)c1nc(-c2ccc(F)c(Cl)c2)cs1 (stereo not drawn) | 0 | -5 | -4 | -4 | 0 | -1 | -0.2
Cc1cc(C)c2nc(N3C(=O)C(O)=C(C(=O)c4ccco4)C3c3ccco3)sc2c1 (stereo not drawn) | 1 | / | 3 | -39 | 2 | 2 | -0.3
CC(C)Oc1ccc(CNC(=O)Cn2c(=O)oc3ccccc32)cc1 | 0 | 6 | -10 | -1 | 1 | / | -0.1
OC(CNCc1ccccc1Cl)COc1ccc(F)cc1 (stereo not drawn) | -2 | -15 | -5 | -10 | 3 | / | 0.2
CC(=O)c1cccc(CN2CCN(CC=C(C)C)C(CCO)C2)c1 (stereo not drawn) | 1 | -15 | 11 | 5 | 0 | 17* | -2.8
CCCCCCCCN1C(=O)[C@@H](CC(=O)NCCCCc2ccccc2)C[C@@]2(C(=O)OC)C1=C[C@H](C1CCCC1)O[C@@H]2C | / | / | 13 | 2 | 3 | / | 0.0
CN(C)c1oc(/C=C/c2cccs2)nc1S(=O)(=O)c1ccccc1 | -6 | 22 | 12 | 7 | 6 | 0 | 0.3
COc1ccc(CN(C)C[C@@H]2Oc3ccc(NC(=O)Cn4cnnn4)cc3C(=O)N([C@H](C)CO)C[C@H]2C)cc1 | 8 | 13 | -1 | 4 | -8 | 1 | -0.8
Cc1cccc(NC(=O)CN2C(=O)C(C)Oc3ccccc32)n1 (stereo not drawn) | / | 1 | 2 | 5 | 2 | / | 0.1
COc1cc(NC(=O)c2nccnc2C(=O)O)cc(OC)c1 | -1 | / | -1 | -6 | -7 | 2 | ?
CCCNC(=O)N1[C@H](CO)[C@@H](c2ccccc2)[C@H]1CNC(=O)c1cccc(F)c1 | 3 | -32 | 1 | -3 | 1 | 2 | 0.0
O=C(O)CCCCCCCCc1cn(CCc2c[nH]c3ccccc23)nn1 | 2 | / | 21* | -7 | -7 | 1 | -0.1
CN(C)S(=O)(=O)c1cccc(-c2nnc3n2CCCCC3)c1 | / | -2 | -3 | 0 | -4 | 0 | -0.4
CN1CCN(C(=O)CN(C2CCCCC2)S(=O)(=O)c2ccccc2)CC1 | -5 | -49 | 0 | 8 | 3 | -4 | /
COc1ccc(N2C(=O)CC(Nc3cccc([N+](=O)[O-])c3)C2=O)cc1 (stereo not drawn) | / | / | -3 | 8 | -6 | / | 5.4
CCN(c1ccccc1)S(=O)(=O)c1ccc(C(=O)NCc2ccccn2)cc1 | -2 | 9 | -1 | -4 | -10 | -3 | 9.9
COc1ccc(S(=O)(=O)N(C)c2ccc(C(=O)NCc3ccncc3)cc2)cc1 | 3 | 11 | 8 | -3 | 1 | -2 | 0.2
Continued:
SMILES | PglD DTNB | C2C12 statin | DENV2 CPE | S100A4 MyoIIA | ERp5 inh | SIRT5 inh | E-sel inducer
CC(NC(=O)c1cccc(S(=O)(=O)N2CCN(Cc3ccccc3)CC2)c1)c1ccc(Br)cc1 (stereo not drawn) | 2 | -34 | 25* | 4 | 8 | -2 | 0.1
COc1ccccc1CN1[C@@H]2CN(C(=O)C3CCCCC3)c3ccccc3[C@@H]2[C@@H]1CO | -5 | 27 | -4 | 7 | 3 | 6 | -0.1
Cc1ccc(C(=O)N2CCN(c3ccc4c(c3)C3CC4CCN3C(=O)OCc3ccccc3)CC2)cc1 (stereo not drawn) | -4 | -11 | -4 | 3 | -2 | -2 | -6.3
CCN(CC(=O)Nc1cc(Cl)ccc1C)c1ncnc2sc(C)c(C)c12 | / | -18 | / | 0 | -4 | 3 | -0.1
N#Cc1cccc(-c2ccc(C3[C@H]4CNC[C@@H]3N4S(=O)(=O)c3ccccc3F)cc2)c1 (stereo partly drawn) | / | / | 2 | 3 | 0 | 0 | 0.1
O=C(C[C@@H]1C=C[C@@H](NC(=O)c2ccc3c(c2)OCO3)[C@@H](CO)O1)NCc1ccc(Cl)cc1 | 0 | -5 | -3 | -17 | -1 | 4 | -0.5
C[C@H]1CN([C@@H](C)CO)S(=O)(=O)c2ccc(C3=CCCC3)cc2O[C@H]1CN(C)CC1CCOCC1 | -1 | 4 | 2 | 8 | -2 | 0 | 0.1
O=C(O)c1ccccc1-c1ccccc1C(=O)Nc1cccc(O)c1 | 4 | 11 | -3 | 10 | 0 | -4 | /
O=C(COC(=O)c1nn(CCO)c(=O)c2ccccc12)Nc1ccc(Cl)c(Cl)c1 | 5 | 0 | 6 | -2 | -16 | -3 | /
Cc1cc(NC(=O)CN2CCC(n3nnc4cc(C(F)(F)F)ccc43)CC2)no1 | -4 | -15 | -13 | 3 | 1 | -1 | /
Nc1c(N(CCCO)C(=O)CCCN2C(=O)c3cccc4cccc(c34)C2=O)c(=O)[nH]c(=O)n1Cc1ccccc1 | -2 | -4 | 2 | -5 | -5 | -3 | 0.2
CCNC(=O)C[C@@H]1C=C[C@H](NC(=O)C2CCOCC2)[C@@H](CO)O1 | 1 | -3 | 9 | -2 | 0 | -3 | -0.2
O=C(CCN1C(=O)C2C3CC(C(Br)C3Br)C2C1=O)OCC(=O)c1cccc([N+](=O)[O-])c1 (stereo not drawn) | / | 1 | -2 | 2 | 2 | 1 | /
CCOC(=O)c1sc(NC(C)=O)cc1C | / | -9 | -1 | -2 | 0 | 2 | -0.1
COc1cccc(CCNC(=O)CC2C(=O)NCCN2Cc2ccc(Cl)c(F)c2)c1 (stereo not drawn) | -1 | 14 | -1 | -4 | 0 | 0 | 3.6
O=C(c1cc(=O)c2ccccc2o1)N1CCN(c2ccccc2F)CC1 | / | / | 0 | -4 | 4 | 3 | -2.7
O=S(=O)(NCC[C@@H]1CC[C@H](NS(=O)(=O)c2cccc(Cl)c2)[C@@H](CO)O1)c1cccc(F)c1 | 0 | 6 | -6 | 8 | -2 | 4 | 0.4
CCN(C(=O)COC(=O)/C=C/c1ccc(S(=O)(=O)N2CCc3ccccc32)cc1)C1CCS(=O)(=O)C1 (stereo not drawn) | 6 | / | 5 | -1 | 0 | -3 | /
O=C(COC(=O)COc1ccccc1[N+](=O)[O-])NCc1ccc2c(c1)OCO2 | -4 | -2 | -7 | -2 | 5 | -1 | -0.2
Cc1ccccc1-c1ccc([C@H]2[C@H](CO)N3C(=O)CN(C(=O)Cc4ccccn4)C[C@@H]23)cc1 | / | / | 12 | 9 | -3 | 0 | 0.0
Cc1ccc(F)cc1S(=O)(=O)N[C@@H]1CCN(Cc2ccc3[nH]ccc3c2)C1 | -13 | / | -1 | 52 | 1 | -1 | /
Cc1ccc(S(=O)(=O)Nc2ccc3c(c2)CC(=O)N([C@H](C)CO)C[C@@H](C)[C@@H](CN(C)Cc2ccc(Cl)c(Cl)c2)O3)cc1 | 1 | 116* | 6 | 20 | -6 | -1 | -0.1
O=S(=O)(c1ccccc1Cl)N1CCC(O)(c2ccc3c(c2)OCO3)CC1 | -1 | 9 | 0 | 3 | 14 | -1 | /
Cc1ccc(C(=O)CN2C(=O)c3ccccc3S2(=O)=O)cc1 | 0 | / | ? | 2 | 7 | -1 | /
O=C(C[C@@H]1C[C@@H]2c3cc(NC(=O)C4CCOCC4)ccc3O[C@@H]2[C@@H](CO)O1)NCc1ccccc1 | -2 | -1 | -4 | -6 | 0 | 4 | -0.5
(cont.)
SMILES | PglD DTNB | C2C12 statin | DENV2 CPE | S100A4 MyoIIA | ERp5 inh | SIRT5 inh | E-sel inducer
CCC(=O)Nc1ccc2c(c1)OC[C@@H](C)N(C(=O)NC(C)C)C[C@H](C)[C@@H](OC)CN(C)C2=O | 0 | -2 | 2 | 27 | -4 | -1 | -0.1
CC(=O)Nc1cccc(-c2ccnc3c2CC(C)(C(=O)Nc2ccc(F)c(Cl)c2)O3)c1 (stereo not drawn) | 7 | 11 | -6 | -1 | 5 | -2 | -1.4
Cc1cc2cc3c(cc2nc1SCC(=O)N1CCOCC1)OCO3 | 0 | 2 | 10 | 1 | 0 | 0 | 0.0
O=C(NCc1ccc(Cl)cc1Cl)C1CCN(S(=O)(=O)c2ccc3c(c2)OCCCO3)CC1 | / | / | 1 | -2 | -2 | -1 | /
Cn1ccnc1SCC(=O)c1ccc(OC(F)F)cc1 | -1 | -9 | 4 | -4 | 0 | -3 | 5.2
CCc1ccccc1NC(=O)CN1CCN(C(=O)c2cccc(-n3cnnn3)c2)CC1 | -7 | -1 | 9 | -4 | 0 | -4 | /
CC1(C)CC(=O)/C(=C(/O)CCCN2C(=O)c3ccccc3C2=O)C(=NC(C)(C)C)C1 | 1 | 5 | 7 | -11 | 3 | 4 | -0.1

4 structures from above, arranged by molar mass, ascending.
SMILES | PglD DTNB | C2C12 statin | DENV2 CPE | S100A4 MyoIIA | ERp5 inh | SIRT5 inh | E-sel inducer
O=C(O)CCCCCCCCc1cn(CCc2c[nH]c3ccccc23)nn1 | 2 | / | 21* | -7 | -7 | 1 | -0.1
Cc1ccccc1-c1ccc([C@H]2[C@H](CO)N3C(=O)CN(C(=O)Cc4ccccn4)C[C@@H]23)cc1 | / | / | 12 | 9 | -3 | 0 | 0.0
O=C(C[C@@H]1C=C[C@@H](NC(=O)c2ccc3c(c2)OCO3)[C@@H](CO)O1)NCc1ccc(Cl)cc1 | 0 | -5 | -3 | -17 | -1 | 4 | -0.5
O=C(C[C@@H]1C[C@@H]2c3cc(NC(=O)C4CCOCC4)ccc3O[C@@H]2[C@@H](CO)O1)NCc1ccccc1 | -2 | -1 | -4 | -6 | 0 | 4 | -0.5

Single records, as listed above. Order of values: PglD DTNB, C2C12 statin, DENV2 CPE, S100A4 MyoIIA, ERp5 inh, SIRT5 inh, E-sel inducer
Results for COc1ccc(CN(C)C[C@@H]2Oc3ccc(NC(=O)Cn4cnnn4)cc3C(=O)N([C@H](C)CO)C[C@H]2C)cc1 → 8, 13, -1, 4, -8, 1, -0.8
Results for CCOC(=O)c1sc(NC(C)=O)cc1C → /, -9, -1, -2, 0, 2, -0.1
Results for O=C(COC(=O)COc1ccccc1[N+](=O)[O-])NCc1ccc2c(c1)OCO2 → -4, -2, -7, -2, 5, -1, -0.2
Results for Cc1cccc(NC(=O)CN2C(=O)C(C)Oc3ccccc32)n1 (stereo not drawn) → /, 1, 2, 5, 2, /, 0.1
Results for OC(CNCc1ccccc1Cl)COc1ccc(F)cc1 (stereo not drawn) → -2, -15, -5, -10, 3, /, 0.2

From PubChem
